Source: PubChem (several laboratories)
ADAM17 inh: ADAM17 inhibitors, primary screen, biochemical, QFRET; inhibition, % at 6.95 µM; AID 720648, 2013; 370,000 compounds, 0.83% hits; recombinant ADAM17, EDANS/DABCYL FRET peptide cleavage; Disintegrin and metalloproteinase domain-containing protein 17 (Homo sapiens), P78536;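 active means inhibition above the mean of compounds lying between control limits plus 3 SD, set per campaign, cut at about 8.5% in these data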;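 further: 0% = DMSO-only wells as the low control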
ssDAF12 agonist: S. stercoralis DAF-12 nuclear receptor activators, primary screen, cell-based, luminescence, HEK293, GRIP1 co-expression, lit1-tk-luc. Nuclear hormone receptor DAF-12 (Strongyloides stercoralis). HEK293 ssDAF-12/GRIP1 lit1-tk-luc reporter; % of 3 µM dafachronic acid response. activation, % at 6.8 µM. 370,000 compounds, 1% hits. AID 652126, 2013;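 active means activation above the mean over all tested compounds plus 3 SD, cut at about 0.9% in these data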;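 further: 0% = DMSO-only wells and 100% = 3 µM delta7-dafachronic acid wells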
Rev-erbA mod: modulators of Rev-erb alpha DNA binding, primary screen, biochemical, FITC-DNA, fluorescence polarization, uHTS; activity, % at 10 µM; Rev-erbα–FITC-DNA binding, 90 min; Nuclear receptor subfamily 1 group D member 1 (Homo sapiens), P20393; 370,000 compounds, 0.79% hits;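 active means activity above about 14%, limit read from the data; passing the limit was not always enough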;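 further: 0% = DMSO wells with 35 nM protein and 100% = DMSO wells with 750 nM protein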
Target sequence (P20393 whole entry, looked up): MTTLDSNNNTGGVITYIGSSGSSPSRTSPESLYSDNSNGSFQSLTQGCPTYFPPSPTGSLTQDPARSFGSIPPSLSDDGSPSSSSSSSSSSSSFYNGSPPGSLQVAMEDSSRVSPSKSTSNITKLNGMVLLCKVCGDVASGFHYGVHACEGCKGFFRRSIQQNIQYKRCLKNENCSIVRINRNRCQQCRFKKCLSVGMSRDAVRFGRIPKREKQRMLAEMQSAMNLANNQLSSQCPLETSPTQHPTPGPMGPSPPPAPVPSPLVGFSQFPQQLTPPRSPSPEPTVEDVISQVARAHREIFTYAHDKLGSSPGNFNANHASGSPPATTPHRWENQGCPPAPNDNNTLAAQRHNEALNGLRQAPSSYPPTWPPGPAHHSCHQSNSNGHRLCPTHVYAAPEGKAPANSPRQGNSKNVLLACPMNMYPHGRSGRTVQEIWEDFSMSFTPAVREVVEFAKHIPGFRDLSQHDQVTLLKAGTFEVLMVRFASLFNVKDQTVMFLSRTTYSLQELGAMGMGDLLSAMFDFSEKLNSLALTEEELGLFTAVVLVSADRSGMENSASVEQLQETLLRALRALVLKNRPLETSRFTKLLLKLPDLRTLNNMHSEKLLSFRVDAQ
PLC-beta3 inh: human PLC-beta3 inhibitors, primary screen, biochemical, fluorescence; 1-phosphatidylinositol 4,5-bisphosphate phosphodiesterase beta-3 (Homo sapiens), Q01970; Purified PLC-beta3, fluorogenic substrate; inhibition, % at 12.2 µM; 370,000 compounds, 0.18% hits; in the data active means inhibition above about 11%;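 further: 0% = median of compound wells on plate and 100% = full blocker control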
PLCg1 inh: PLC-gamma1 enzyme inhibitors, primary screen, biochemical, fluorescence, purified enzyme. 1-phosphatidylinositol 4,5-bisphosphate phosphodiesterase gamma-1 (Homo sapiens), P19174. fluorogenic substrate. inhibition, % at 12.2 µM. 370,000 compounds, 0.84% hits. AID 720700, 2013; in the data active means inhibition above about 9.5%
hgDAF12 agonist: H. glycines DAF-12 receptor agonists, primary screen, cell-based, luminescence, HEK293, GAL4 fusion, UAS-luciferase; Nuclear hormone receptor DAF-12 (Heterodera glycines), GAL4 fusion; HEK293 GAL4-hgDAF12 UAS-luciferase reporter, agonist luminescence; normalized to butyrate control; activation, % at 6.8 µM; 370,000 compounds, 1.8% hits;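 active means activation above a cutoff set at the mean of all screened compounds plus 3 SD, cut at about 10% in these data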;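 further: 0% = DMSO wells and 100% = sodium butyrate wells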
MBD2 inh: inhibitors of MBD2 binding to methylated DNA, primary screen, biochemical, TR-FRET, DNA-binding domain, human | MBD2 binding to methylated oligonucleotide | inhibition, % at 4.4 µM | 370,000 compounds, 0.31% hits; in the data active means inhibition above about 13%
Target sequence (Q9UBB5 whole entry, looked up, the tested form may be a part): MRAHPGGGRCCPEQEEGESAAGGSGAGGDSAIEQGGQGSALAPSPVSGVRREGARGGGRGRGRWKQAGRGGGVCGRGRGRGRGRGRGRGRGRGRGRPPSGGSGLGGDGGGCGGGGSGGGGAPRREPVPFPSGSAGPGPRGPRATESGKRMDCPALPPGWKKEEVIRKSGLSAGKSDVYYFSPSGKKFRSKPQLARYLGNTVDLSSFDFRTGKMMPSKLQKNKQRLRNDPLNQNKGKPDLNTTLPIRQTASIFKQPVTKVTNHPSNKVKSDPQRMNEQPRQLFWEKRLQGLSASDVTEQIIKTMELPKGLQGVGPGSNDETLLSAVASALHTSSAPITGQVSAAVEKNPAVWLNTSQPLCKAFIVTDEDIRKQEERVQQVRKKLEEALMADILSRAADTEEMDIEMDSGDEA
DAX1 inh-1: DAX1 (NR0B1) inhibitors, primary screen, cell-based, HEK293, Gal4-DAX1, luciferase luminescence; Nuclear receptor subfamily 0 group B member 1 (Homo sapiens), P51843; HEK293 Gal4-DAX1 luciferase reporter; inhibition, % at 6.75 µM; 340,000 compounds, 0.99% hits; AID 504766, 2011;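 active means inhibition above the mean over all tested compounds plus 3 SD, cut at about 4.2% in these data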;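 further: 0% = DAX1-transfected cells with DMSO and 100% = empty-vector control cells with DMSO; inhibition shows as a rise in luminescence from relieved DAX1 repression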
DAX1 inh-2: DAX1 (NR0B1) inhibitors on StAR promoter, primary screen, cell-based, luminescence, SF-1 (NR5A1), full-length DAX-1. HEK293T StAR-luciferase reporter, SF-1/DAX-1 repression relief. inhibition, % at 6.8 µM. 370,000 compounds, 1.1% hits. AID 652010, 2013;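 active means inhibition above the mean over all tested compounds plus 3 SD, cut at about 3.6% in these data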;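 further: 0% = DAX-1 cells with DMSO and 100% = cells lacking DAX-1 with DMSO; higher inhibition means more luminescence from relief of DAX-1 repression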
hcDAF-12 act: H. contortus DAF-12 nuclear receptor activators, primary screen, cell-based, luminescence, HEK293, lit1-tk-luc reporter. HEK293 hcDAF-12 lit1-tk-luc reporter; 0% DMSO, 100% Δ7-dafachronic acid. 370,000 compounds, 1.4% hits. activation, % at 6.8 µM;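 active means activation above the mean of all tested compounds plus 3 SD, cut at about 5.5% in these data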;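 further: 100% = response to 3 µM Δ7-dafachronic acid high control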
SMARCA2 activ: SMARCA2 (BRM) function activators, primary screen, cell-based, luminescence, high throughput; activation, % at 9.1 µM; 370,000 compounds, 1% hits; MG213 cells, MMTV-luciferase reporter, dexamethasone, overnight; in the data active means activation above about 7.8%;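 further: 0% = vehicle wells and 100% = reference activator wells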
The depositor's hits bear a star; i = inactive; . = not tested or not shown.

SMILES	ADAM17 inh	ssDAF12 agonist	Rev-erbA mod	PLC-beta3 inh	PLCg1 inh	hgDAF12 agonist	MBD2 inh	DAX1 inh-1	DAX1 inh-2	hcDAF-12 act	SMARCA2 activ
CCOC(=O)C(CC(=O)O)NCc1ccco1 (centres undefined)	2	-2.0	2	-3	2	2.4	-2	0.6	-0.1	-1.2	2
Cn1nc(C(=O)NC2CCCCC2)c2c1-c1ccccc1S(=O)(=O)C2	0	-1.5	1	-8	-1	-0.2	0	0.1	0.8	-1.2	1
CCCCn1nc(NC(=O)c2cccs2)c2cc3ccccc3nc21	-27	-2.5	5	-358	-265	-0.5	-2	-0.2	-0.6	-2.1	1
CCCn1c(=S)[nH]c2cc(C(=O)N3CCCC(C(=O)OCC)C3)ccc2c1=O (centres undefined)	1	-1.3	4	2	1	0.6	-2	0.9	-0.5	-1.0	-3
Cc1cc2c(cc1C)N(C(=O)CSC1=NCCS1)C(C)(C)c1ssc(=S)c1-2	6	-1.5	13	-2	-3	2.7	-8	-0.2	-1.1	-2.2	-2
COc1cccc2cc(C(=O)N3C(C)CCCC3C)c(=O)oc12 (centres undefined)	-5	-1.0	-7	-34	-30	-1.6	1	0.1	-0.2	-2.0	0
Cc1cc(C2=NNC(=Nc3ccccc3)SC2)c(C)n1C	4	0.6	-2	-4	1	8.2	0	5.4*	1.5	1.6	-1
CC(=O)N(c1ccc(Cl)cc1)c1cn(C(C)=O)c2ccccc12	-4	-0.7	2	-14	-3	-0.7	0	0.6	-0.4	-0.8	-1
Cn1c(=O)n(C)c2cc(S(=O)(=O)NCCO)ccc21	-4	-1.4	-2	1	-2	0.4	-3	0.3	0.8	0.6	0
Cc1c(C(=O)NNS(=O)(=O)c2ccccc2Cl)sc(=S)n1C	3	-0.1	-10	-1	-2	3.1	-2	0.7	-0.3	0.0	-2
Cc1cc2c(Nc3ccccc3)ncnc2s1	-1	-1.6	-4	-1	2	1.6	-4	1.5	-0.6	-1.2	0
CCn1ncc(Br)c1C(=O)Nc1ccc(C(C)C)cc1	2	-0.5	4	-2	2	10	6	1.0	-0.3	7.8*	-2

As a working copy, part of the list above:
SMILES	ADAM17 inh	ssDAF12 agonist	Rev-erbA mod	PLC-beta3 inh	PLCg1 inh	hgDAF12 agonist	MBD2 inh	DAX1 inh-1	DAX1 inh-2	hcDAF-12 act	SMARCA2 activ
Cc1cc2c(Nc3ccccc3)ncnc2s1	-1	-1.6	-4	-1	2	1.6	-4	1.5	-0.6	-1.2	0
CCn1ncc(Br)c1C(=O)Nc1ccc(C(C)C)cc1	2	-0.5	4	-2	2	10	6	1.0	-0.3	7.8*	-2

The listing continues:
SMILES	ADAM17 inh	ssDAF12 agonist	Rev-erbA mod	PLC-beta3 inh	PLCg1 inh	hgDAF12 agonist	MBD2 inh	DAX1 inh-1	DAX1 inh-2	hcDAF-12 act	SMARCA2 activ
CN1CCC(C)(C(=O)Nc2ccc3c(c2)OCCO3)C1 (centres undefined)	-5	-0.2	-6	-1	3	-1.0	3	.	0.6	-1.3	-4
Cc1ccccc1-n1cnc2c(sc3nc(N4CCOCC4)c4c(c32)CCCC4)c1=O	-14	-1.5	7	-157	-101	-1.9	5	0.6	0.0	-1.2	-6
CCC1CCCCN1c1nc(-c2ccncc2)nc2ccccc12 (centres undefined)	3	-1.5	6	-90	-57	-1.6	-3	-0.7	-0.5	-2.1	-6
O=C(O)c1cccc(NC(=S)NC(=O)c2cccc(OCc3ccccc3)c2)c1	-2	-0.5	-5	-10	-2	4.8	5	0.1	1.4	2.2	2
COC(=O)c1sc(-c2ccc(Cl)cc2)cc1N	-30	0.6	2	-49	-36	8.4	-3	.	0.7	3.3	3
COc1ccccc1CNCC(=O)NCc1ccc(C)cc1	-6	-1.4	-7	0	1	-3.3	6	0.9	0.2	0.6	-2
CC(=O)Nc1ccc(S(=O)(=O)NCC2CCC(C(=O)NCCc3ccccc3)CC2)cc1 (centres undefined)	-3	-1.3	-5	2	6	1.3	-7	0.9	0.1	-0.9	-4
O=C(NC1CCN(C(=O)NCc2ccccc2)CC1)c1ccco1	-1	-0.9	2	1	0	-0.3	1	-1.4	0.0	-1.5	1
COc1cccc(-c2nnn(CC(=O)Nc3ccc(C)cc3C)n2)c1OC	-1	-0.7	-1	4	0	-2.4	3	-0.3	-0.6	-0.9	-3
CC(C)(C)c1ccc(S(=O)(=O)N2CC(=O)Nc3ccccc32)cc1	6	-1.5	2	9	9	-3.6	-7	0.2	0.0	-1.0	-3
O=C(NC(=S)N1CCN(c2ccccc2)CC1)c1ccc(S(=O)(=O)N2CCOCC2)cc1	-3	-1.3	-2	-2	3	-0.3	-3	-0.4	0.1	1.0	-2
C=C(C)c1cccc(C(C)(C)NC(=O)N2CCCCC2CC)c1 (centres undefined)	-4	-0.7	2	3	1	-0.9	7	-0.5	0.1	3.3	-1
O=C(NC(C(=O)N/N=C/c1ccccc1)c1n[nH]c(=O)c2ccccc12)c1ccccc1 (centres undefined)	3	-1.2	-1	4	1	-0.8	2	0.3	0.7	1.1	0
CCCn1cnc2scc(-c3ccc(C)cc3)c2c1=O	1	-0.8	-4	4	4	0.0	-2	-1.4	-0.1	0.9	-1
O=C(CCSc1ccccc1)N1CCN(c2ccccc2)CC1	0	-0.1	1	2	0	12*	2	2.6	2.8	2.5	6
O=C(CN1C(=O)c2ccccc2C1=O)N1CCOCC1	0	-1.2	10	1	-1	-0.4	-1	-0.4	0.1	-0.8	-2
CC(C)(C)OC(=O)N(CCc1ccccc1)Cc1cccc(OCc2cccc(NC(=O)C3CCC3)c2)c1	4	-1.1	-1	3	4	-2.1	-6	-0.2	0.7	-1.7	-4
COc1ccc(CN2CCN(CCCCOc3ccc(Cl)cc3)CC2)c(OC)c1OC	-3	-2.5	5	2	0	-5.4	2	-2.5	-2.3	-4.1	-3
CCc1c(C)c2ccc(O)c(CN3CCCC3)c2oc1=O	i	-1.7	-9	i	i	4.9	-3	-1.2	-0.2	-2.1	-2
COCC(=O)N[C@@H]1c2ccccc2CC[C@@H]1OCc1ccccc1	2	-1.5	2	3	4	-0.6	3	-1.6	-0.4	-0.5	6
COc1ccc2nc(/C=N/NC(=O)CCNC(=O)OC(C)(C)C)ccc2c1	-401	-0.8	9	-279	-198	2.8	4	2.1	0.2	-1.6	3
O=C(O)CN1C(=O)C2C3CCC(C3)C2C1=O (centres undefined)	8	-1.2	0	8	14*	-2.7	-1	1.3	-0.4	-0.6	-8
O=[N+]([O-])c1ccc(N2CCOCC2)cc1	2	-1.3	-6	4	2	-0.4	-5	0.1	-2.1	1.0	-1
Cc1ccc(N2CC(C(=O)N3CCC(c4nc5ccccc5[nH]4)CC3)CC2=O)cc1C (centres undefined)	-5	-0.8	1	-7	1	0.6	5	-1.0	0.4	-0.2	0
Nc1c(C(=O)O)cnc2c(-c3ccc(Cl)cc3)cnn12	-19	1.0*	-7	-82	-68	12*	0	0.4	2.4	6.4*	3
CCCCNC(=O)C[C@H]1C[C@@]2(C(=O)OC)C(=C[C@H](COCc3ccccc3)O[C@@H]2C)N(CCc2ccc(OC)c(OC)c2)C1=O	-1	-0.5	4	2	0	0.9	2	.	0.3	-2.5	-2
COC(=O)C1=C(CSc2nc3c(cc2C#N)CN(C)CC3)OC(N)=C(C#N)C1c1ccc(F)cc1 (centres undefined)	-33	-1.0	-1	-175	-131	2.5	-2	-0.1	-0.8	2.9	2
COc1ccc(NC(=O)[C@@H]2[C@@H]3C(=O)N(C4CCCCC4)C(=O)[C@@H]3C3c4ccccc4C=CN32)cc1 (some centres undefined)	-4	-0.9	4	-7	-1	2.3	-3	-0.6	0.5	1.1	-1
COc1ccc2[nH]c(=O)c(CN(CCc3cccc(C)c3)C(C)=O)cc2c1	-61	-1.4	-2	-34	-25	-0.1	0	1.0	-0.8	-0.3	0
CC(=O)N(/N=C1/C(=O)Nc2ccccc21)c1ccccc1	-2	1.2*	-8	-8	-4	2.4	-2	1.1	1.1	12*	1
C=CCn1c(=O)c2ccc(C(=O)NCc3ccccc3)cc2n(Cc2ccc(C)cc2)c1=O	0	-1.3	8	5	1	-0.1	2	0.1	0.6	-1.7	-1
Cc1ccc(NC(=O)c2ccc(S(=O)(=O)NCC3CCCO3)cc2)cc1C (centres undefined)	-2	-1.6	5	-5	-1	3.6	2	0.0	-0.1	-0.4	0
CCn1c(N2CCN(CC(=O)c3c(C)n(C)c4ccc(OC)cc34)CC2)nc2c1c(=O)[nH]c(=O)n2C	1	-1.0	-2	-7	-2	-0.1	2	.	-0.3	0.0	-3
COC(=O)N/N=C/c1ccccc1OCCOc1ccc(OC)cc1	2	-1.3	1	-1	3	2.2	1	-0.6	0.1	-1.2	-2
Cn1cc(/C=C/C(=O)N2CCCC(C(=O)c3cccc(C(F)(F)F)c3)C2)cn1 (centres undefined)	1	-0.8	-2	0	2	-1.4	3	1.3	1.7	-1.3	-2
O=C(CN(C(=O)CNC(=O)c1ccco1)c1ccccc1F)NC1CCCCC1	-4	-0.7	11	-6	-2	0.3	3	2.2	0.1	0.6	-1
O=C(NCc1ccco1)C1CCN(S(=O)(=O)c2cccc3cccnc23)CC1	-5	-1.7	2	-3	2	1.4	5	1.9	0.0	0.7	0
CCNS(=O)(=O)c1cc(OC)c(Cl)cc1OC	2	-0.3	-7	3	2	-1.5	0	-0.7	-0.4	-0.1	4
Cc1nn(C)c(Cl)c1CN1CCC(n2nccc2NC(=O)C2CCCC2)CC1	0	-1.5	2	-10	1	0.7	1	-0.4	-1.0	0.5	3
CN(Cc1cccs1)C(=O)CSc1nc2ccccc2[nH]1	1	-0.9	-1	-2	2	4.1	-6	1.0	2.5	2.1	4
COCCCNC(=O)C[C@H]1C[C@@]2(C(=O)OC)C(=C[C@H](COCc3ccccc3)O[C@@H]2C)N(CCc2ccc(OC)c(OC)c2)C1=O	0	-1.1	-7	1	-2	1.7	-2	.	-0.5	-1.8	1
O=C(Nc1ccc2c(c1)OCO2)C1CCCN1C(=O)OCc1ccccc1 (centres undefined)	-3	-1.2	-9	-4	3	2.6	-4	-0.1	1.0	0.3	-1
COc1ccc(NC(=O)c2ccc3ccccc3n2)cc1S(=O)(=O)N1CCCCC1	-2	0.1	-7	-3	-5	5.2	-4	1.4	1.6	8.9*	3
